Bioassay records deposited in PubChem by several laboratories.
NOD2 inhibition – NOD2 signaling inhibitors, cell-based, luminescence, uHTS, HEK293 (AID 1566); inhibition, % at 4 µM, or EC50 in µM where a hit was titrated; HEK293 NOD2/NF-kB luciferase reporter, luminescence; higher % means a stronger effect; 290,000 tested, 0.63% active; note: many of its hits are not listed in these tables
ER stress rescue – rescue of cells from ER stress-induced death, primary screen, 384-well, CSM14.1, thapsigargin, ATP luminescence (AID 1222); CSM14.1 thapsigargin-induced death rescue, ATP luminescence; higher % means a stronger effect; cellular ATP content (survival), % at 20 µM; hits with a dose series show EC50 in µM; 190,000 tested, under 10 active;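 active = EC50 below 50 µM in the dose-response confirmation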;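 note: death triggered by thapsigargin at about 15 µM added after 2 h compound pretreatment; cell ATP read after overnight thapsigargin exposure of roughly 18 to 22 hours; normalized against plate controls of thapsigargin alone and 5% DMSO vehicle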
GPR55 beta-arrestin – GPR55 agonists via beta-arrestin recruitment, primary screen, imaging, U2OS cells, beta-arrestin-GFP redistribution (AID 1961) | G-protein coupled receptor 55 (Homo sapiens) | U2OS GPR55 beta-arrestin-GFP redistribution imaging; higher % means a stronger effect | activation, % at 10 µM, or EC50 in µM where a hit was titrated | 290,000 tested, 0.048% active;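 active = activation above 40% with more than 50 cells counted in the well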;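 note: U2OS osteosarcoma cells stably expressing GPR55 and beta-arrestin-GFP; plate controls were DMSO negative control for no effect and LPI positive control for full effect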
KOR beta-arrestin-1 – KOR agonists, beta-arrestin recruitment, primary screen, cell-based, luminescence, uHTS (AID 1777). Kappa-type opioid receptor (Homo sapiens). KOR beta-arrestin recruitment, luminescence; higher % means a stronger effect. activation, % at 10 µM; hits with a dose series show EC50 in µM. 280,000 tested, 0.02% active; in the data active = activation above about 50%, passing the limit was not always enough; note: a part of the inactive calls stands beside numbers as strong as those of hits
TNAP activation fold – human TNAP enzyme activators, primary screen, biochemical, luminescent, no phosphate acceptor, uHTS (AID 1001); Alkaline phosphatase, tissue-nonspecific isozyme (Homo sapiens); purified TNAP, luminescent activation assay, no phosphate acceptor; higher activation fold means a stronger effect; one-dose activation fold at 20 µM; EC50 in µM for titrated hits; 200,000 tested, 0.03% active; in the data active = activation fold from about 3, or a potency from the dose series; inactive = the rest, 99 in 100 with activation fold below about 1.6; note: many of its hits are not listed in these tables
Yfh1-depleted yeast – enhancers of respiration in Yfh1-depleted yeast, dose response, Friedreich's ataxia, plus single-dose screen (AID 1465) | S. cerevisiae Yfh1-off respiration, WST-1 reduction, 72 h; higher fold induction means a stronger effect | fold induction at 50 µM, or EC50 in µM where a hit was titrated | 220,000 tested, 0.074% active;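 active = fold induction of absorbance versus untreated yeast above a set limit, then at least 30% activation at any dose in follow-up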;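 note: activators that raise dye reduction in frataxin-depleted yeast; strong numbers were not always called active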
NTR1 agonist – agonists of NTR1, primary screen, imaging, U2OS cells, beta-arrestin-GFP, high content (AID 493036). 330,000 tested, 0.17% active. NTR1-U2OS beta-arrestin-GFP spot imaging, agonist mode. Neurotensin receptor type 1 (Homo sapiens), P30989. activation, % at 20 µM;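 active = activation at or above 40% of the spot to cytoplasm intensity ratio, with at least 20 cells analyzed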;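 note: 0% = DMSO without peptide and 100% = 100 nM NTR1 peptide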
Target sequence (P30989 whole entry, looked up): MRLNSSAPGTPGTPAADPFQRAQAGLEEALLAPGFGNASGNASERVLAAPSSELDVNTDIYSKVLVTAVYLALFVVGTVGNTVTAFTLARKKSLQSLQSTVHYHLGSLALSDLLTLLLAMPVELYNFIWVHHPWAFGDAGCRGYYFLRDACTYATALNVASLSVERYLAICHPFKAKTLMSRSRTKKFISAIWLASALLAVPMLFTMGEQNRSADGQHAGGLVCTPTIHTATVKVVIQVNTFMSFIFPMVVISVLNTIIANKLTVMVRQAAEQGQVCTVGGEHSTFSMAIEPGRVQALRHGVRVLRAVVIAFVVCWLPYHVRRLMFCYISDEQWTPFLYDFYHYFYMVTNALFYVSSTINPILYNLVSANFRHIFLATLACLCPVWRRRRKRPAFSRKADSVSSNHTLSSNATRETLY
KOR beta-arrestin-2 – KOR antagonists, beta-arrestin recruitment, cell-based, luminescence, uHTS (AID 1778); Kappa-type opioid receptor (Homo sapiens); KOR beta-arrestin recruitment, luminescence, antagonist mode; higher % means a stronger effect; 290,000 tested, 0.091% active; inhibition, % at 10 µM; hits with a dose series show IC50 in µM; note: strong numbers were not always called active
NOD1 inhibition – NOD1 signaling inhibitors, primary screen, cell-based, luminescence, uHTS (AID 1578). NOD1-driven NF-kB luciferase reporter cells, luminescence; higher % means a stronger effect. 290,000 tested, 1% active. inhibition, % at 4 µM, or EC50 in µM where a hit was titrated; in the data active = inhibition mostly above about 36%, no sharp cut-off; inactive = mostly below about 34%;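 note: HEK-293T reporter cells stimulated with the NOD1 agonist gamma-tri-DAP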
NTR1 agonist cell count 20 µM – recorded beside NTR1 agonist, whose call it bears; cell count; measured here: cell count, cytotoxicity flag
The depositor's hits bear a star; i = inactive; . = no result given; [ ] = another dose, or the depositor's remark. Cut-off read from the data, not from the text of the source, unless noted: active = inhibition above about 50%; inactive = the rest. Only part of the results is shown (hit frequency here may not be typical).

Second line of a record: Yfh1-depleted yeast, NTR1 agonist cell count 20 µM, ER stress rescue, NTR1 agonist, KOR beta-arrestin-2, GPR55 beta-arrestin, NOD2 inhibition, TNAP activation fold, NOD1 inhibition, KOR beta-arrestin-1
#1 O=c1[nH]c(Nc2ccccc2)cc2ccccc12
    i, 46, 1.7%, -1.0, -22%, -0.1%, -3%, 1, -10%, 10%
#2 CCc1nccn1CCC(=O)N1CCCC(Nc2ccc(F)cc2)C1 (stereo not drawn)
    ., 79, ., 0.3, -32%, -0.1%, -11%, ., -6%, -1.5%
#3 Cc1ccccc1C(=O)NNC(=O)c1ccc(F)cc1
    i, 88, 2.5%, -0.5, 16%, -0.1%, -3%, 1, 6%, -0.5%
#4 CCCCN(CC)CCCNC(=O)C1CCN(c2ncnc3c2sc2cccc(F)c23)CC1
    i, 43, 0.4%, -1.8, -9%, -0.4%, 9%, 1.1, -7%, -5.7%
#5 CC(C)OCCCNC(=O)c1ccc(Br)cc1
    i, 95, 0.9%, -3.0, 11%, 0.5%, -10%, 1.1, -3%, -1.3%
#6 CC(=O)Nc1ccc(S(=O)(=O)N(C)CC(=O)N/N=C/c2cccc(O)c2)cc1
    i, 52, -1.5%, -0.8, 26%[20 µM], -0.1%, 8%, 1.1, -11%, .
#7 CCCNC(=O)Cn1sc2nc(C)cc(C)c2c1=O
    i, 66, ., 1.0, 18%, -0.3%, 27%, ., 7%, 5.4%
#8 O=C(c1ccccc1)N(Cc1ccc(F)cc1)Cc1nc2ccccc2c(=O)[nH]1
    i, 62, 0.8%, 1.0, -7%, -0.4%, -2%, 1, -27%, -1.4%
#9 COc1ccc(C(=O)Oc2ccc(C(=S)N3CCOCC3)cc2)cc1
    i, 57, -0.5%, 0.2, 5%[20 µM], -0.3%, 4%, 1.1, -24%, -2.9%
#10 CCc1cc2c(NC(Cc3ccccc3)C(=O)O)nc(C)nc2s1 (stereo not drawn)
    ., 53, ., 0.6, -43%[20 µM], 0.3%, 2%, ., -19%, -3.1%
#11 Cc1c(C(=O)N2CCC(C)CC2)sc2ncnc(N3CCN(c4ccccc4)CC3)c12
    ., ., -0.2%, ., -17%, -0.2%, 23%, 1.1, -5%, 3.1%
#12 CCOC(=O)Cc1c(C)nc2c(C#N)c[nH]n2c1=O
    i, 85, 3.8%, 0.5, -35%, 0.2%, 3%, 1, -9%, 2.8%
#13 CCCCc1ccc(C2C(C#N)=C(N)SC(N)=C2C#N)s1
    i, 86, -5.6%, 0.6, -42%, 0.2%, 3%, 1, -23%, 5.0%
#14 CC(C)(C)C1CCC2(CC1)SCC(=O)N2c1ccccc1 (stereo not drawn)
    i, 38, -0.6%, 5.0, 10%, 0.4%, -7%, 1.1, 4%, -3.6%
#15 c1ccc(N2CCN(c3nc4cc5c(cc4s3)OCO5)CC2)cc1
    i, 68, -2.7%, 0.2, -10%, 0.1%, -51%, 1, -22%, -3.0%
#16 C/C(=N\NC(=O)C(=O)Nc1cc(Cl)ccc1Cl)c1ccncc1
    i, 60, -0.4%, 1.8, -38%, 0.2%, 28%, 2.2, -8%, 5.8%
#17 CC(C)n1c(SCc2ccc(Cl)cc2)nc2c1c(=O)[nH]c(=O)n2C
    i, 51, 0.5%, 3.7, -18%, -0.3%, 15%, 1, -15%, -7.3%
#18 CCCn1nnnc1SCC(=O)Nc1cccc(NC(=O)c2ccco2)c1
    i, 87, -2.1%, -1.2, -64%, -0.2%, -3%, 1, -19%, -3.4%
#19 CC(CNC(=O)CN1C(=O)COc2ccc(S(=O)(=O)N3CCCCC3)cc21)c1ccccc1 (stereo not drawn)
    ., 45, ., 1.6, -12%, -0.1%, -32%, ., 29%, -0.9%
#20 COc1cccc(/C=N/Nc2nc(C)cc(=O)[nH]2)c1OC
    ., 81, ., 2.1, -8%, -0.1%, -27%, ., -18%, 4.0%
#21 Cc1ccccc1OCCn1c(=O)oc2ccccc21
    i, 48, 3.1%, 1.3, -7%, -0.1%, 2%, 1.1, -10%, 6.7%
#22 CCCN(CCC)C(=O)CCS(=O)(=O)c1cccc2nsnc12
    i, 91, 3.5%, 0.0, 23%, 0.3%, -7%, 1.1, -11%, -1.0%
#23 Cc1ccsc1C(=O)OCC(=O)Nc1c(C)n(C)n(-c2ccccc2)c1=O
    i, 30, -1.9%, 1.2, -58%, 0.9%, 14%, 1, -5%, -2.6%
#24 CCCCCC(=O)Nc1cccc(C2=NOC3(C2)C[C@H](C(N)=O)N(C(=O)CC#N)C3)c1 (stereo partly drawn)
    i, ., ., ., 6%, -0.2%, 11%, ., 3%, -1.1%
#25 CSc1ccc(S(=O)(=O)N(CC(=O)NCc2ccccn2)c2ccc(C)cc2)cc1
    ., 48, ., 0.0, 0%, -0.1%, 2%, ., -24%, -2.9%
#26 Cc1[nH]c(=O)nc2c1CCC2
    i, 81, ., -2.5, 5%, -0.5%, 2%, 1.1, -26%, -1.8%
#27 Cc1ccc(-n2c(=O)cc(N3CCN(C(=O)c4ccco4)CC3)[nH]c2=O)cc1
    i, 38, -2.9%, -2.1, 22%, 0.2%, -6%, 1.1, -9%, -2.0%
#28 O=C(CCS(=O)(=O)Cc1ccccc1F)N1CCc2ccccc2C1
    ., 44, 1.5%, 1.9, -27%, -0.1%, 6%, 1.1, 3%, 15%
#29 COc1ccccc1OCc1nnc(SCC(=O)Nc2ccc(N3CCOCC3)cc2)n1C
    ., 38, ., 2.0, -45%, 1.0%, -20%, ., -11%, 6.3%
#30 COc1ccc(OC)c(C2/C(=C(/O)c3ccccc3)C(=O)C(=O)N2Cc2ccco2)c1 (stereo not drawn)
    i, 100, 11%, -0.8, 30%, -0.1%, -4%, 1.1, -22%, 0.8%
#31 COC(=O)Cc1c(C)nc2nc(-c3ccc(C)cc3)[nH]n2c1=O
    i, 39, -2.1%, 0.8, 34%, 0.3%, 2%, 1.1, 15%, -15%
#32 N#Cc1cnn(Cc2ccccc2)c1/N=C/N1CCOCC1
    i, 54, ., 0.3, -7%, 0.9%, 7%, 1, -27%, -3.5%
#33 Cc1ccc(CN2CCN(Cc3cnc(C)s3)CC2CCO)cc1 (stereo not drawn)
    i, 61, -1.6%, 0.5, -20%, -0.2%, 9%, 1, -37%, -4.4%
#34 CCC(C)c1c(O)nc(SCc2ccccc2)[nH]c1=O (stereo not drawn)
    i, 88, -2.9%, 0.1, -30%, 0.2%, -4%, 1.1, -8%, 5.1%
#35 Cc1cc(NC(=O)CSc2nnc(-c3ccncc3)n2N)ccc1Br
    i, 96, -0.7%, -4.5, -5%, -0.1%, 10%, 1, -21%, 2.6%
#36 Cc1nn2c(-n3ccnc3)c3c(nc2c1-c1ccccc1)CCC3
    i, 23, -0.5%, 1.0, -16%, -0.3%, 6%, 1, 7%, -1.6%
#37 Cc1ccc(OCC(=O)c2ccc3c(c2)CCCC3)cc1C
    i, 48, -1.3%, 4.5, -22%, -2.3%, -12%, 1.1, 23%, 3.3%
#38 CCOC(=O)C1(Cc2ccccc2C(F)(F)F)CCN(Cc2ccon2)CC1
    i, 67, ., 0.7, 22%, -0.1%, 15%, ., -11%, 1.2%
#39 COc1ccc(-c2oc3ccccc3c(=O)c2OC(C)=O)cc1
    i, 70, i, 0.7, 7%, -0.2%, -61%, 1.1, -44%, -0.3%
#40 CCCSc1nc(=S)n(Cc2ccccc2)c(C)c1C(C)=O
    i, 91, 1.3%, -0.4, -62%, -0.1%, 28%, 1, -12%, 4.2%
#41 O=C(O)CCc1nn2c3ccccc3n(CC(=O)O)c2nc1=O
    i, 38, -1.3%, 1.5, -19%, -0.3%, 22%, 0.9, -11%, -1.7%
#42 O=C(CSc1nccc(=O)[nH]1)Nc1ccc2c(c1)OCCO2
    i, 36, -6.0%, 0.4, -14%, 0.1%, -28%, 1.3, -36%, -0.6%
#43 CCOc1ccc(C(=O)Nc2c3c(nn2C(C)(C)C)CSC3)cc1OCC
    i, 71, -2.9%, 0.6, -23%, 1.0%, 3%, 0.9, -1%, -0.9%
#44 Cc1ccc(SCC(=O)N2CCc3ccccc32)cc1
    i, 43, -2.3%, 0.5, -5%, 0.0%, -54%, 1, -40%, -5.4%
#45 CCC(C)NC(=S)Nc1ccc(C(=O)OC)cc1 (stereo not drawn)
    i, 87, -0.9%, 2.3, -14%[20 µM], -0.1%, 15%, 1, 16%, .
#46 COc1ccc(NC(=O)c2oc3ccccc3c2NC(=O)c2ccco2)cc1
    i, 70, -1.9%, 3.3, -6%, -0.1%, -16%, 1, -24%, 0.0%
#47 CSc1ccc(CN(C)Cc2nc3cc(C(F)(F)F)ccc3c(=O)[nH]2)cc1
    i, 68, -0.8%, 2.5, 2%, -0.5%, 2%, 1.7, -10%, -1.5%
#48 CC1(C)Cc2c(sc3c2c(N)nc(=S)n3Cc2ccc(Br)cc2)CO1
    i, 45, ., -1.0, -3%, 0.1%, 1%, ., -7%, .
#49 CCn1c2ccccc2c2cc(N=C3SC(CC(=O)Nc4ccccc4)C(=O)N3C)ccc21 (stereo not drawn)
    i, 80, 5.8%, 8.1, -49%, 0.2%, 5%, 1.1, -7%, 4.1%
#50 Cc1ccc(N2C(=O)SC(N(CC(=O)O)c3cccc(C)c3)C2=O)cc1 (stereo not drawn)
    i, 41, -1.7%, -0.1, 5%, -1.0%, 6%, 1.3, 7%, -5.6%

(next part)
Second line of a record: Yfh1-depleted yeast, NTR1 agonist cell count 20 µM, ER stress rescue, NTR1 agonist, KOR beta-arrestin-2, GPR55 beta-arrestin, NOD2 inhibition, TNAP activation fold, NOD1 inhibition, KOR beta-arrestin-1
#51 C1CN(c2nc3nonc3nc2N2C[C@H]3CC[C@H]2C3)CCS1
    i, 48, -0.3%, -0.3, -19%[20 µM], -0.1%, -2%, 1, -24%, -0.3%
#52 Cc1cc(C)n2nc(CNS(=O)(=O)c3ccc(CC(C)C)cc3)nc2n1
    ., 43, ., 2.2, 10%[20 µM], -0.1%, 21%, ., 25%, -3.2%
#53 O=C(CN(C(=O)c1csnn1)c1ccc(F)cc1)NCc1ccc(F)cc1
    i, 51, -2.1%, 1.0, 12%, -0.2%, -2%, 1.1, -12%, -0.1%
#54 Cc1c(N)cccc1-n1cnnn1
    i, 63, -0.4%, -1.0, 13%, 0.5%, 13%, 1.1, -15%, -1.6%
#55 CCN(CC(=O)Nc1ccccc1C(F)(F)F)C(=O)CCc1ccccc1
    ., 41, ., 2.3, 28%, -0.1%, 14%, ., -33%, -1.9%
